# Assay outcomes (PubChem)
# Mtb BioA inh – M. tuberculosis BioA enzyme inhibitors, primary screen, biochemical, plate reader, single point, HTS; 7,8-diaminopelargonic acid synthase BioA (Mycobacterium tuberculosis); hit rate 0.096% among 360,000; inhibition, % at 9.99 µM; AID 602481, 2012; purified M. tuberculosis BioA enzyme; in the data active = inhibition above about 40%; inconclusive = no clear call, values can overlap the other calls
# FadD28 binding – inhibitors of FadD28 bisubstrate probe binding, primary screen, biochemical, fluorescence polarization, single point; inhibition, % at 12.5 µM; Mycobacterium tuberculosis FadD28 fatty-acid-AMP ligase; hit rate 0.22% among 360,000; in the data active = inhibition above about 8.5%, passing the limit was not always enough; inconclusive = no clear call, values can overlap the other calls
# MazEF act – activators of E. coli MazEF toxin-antitoxin RNase, primary screen, biochemical, fluorescence, uHTS. Endoribonuclease toxin MazF (Escherichia coli (strain K12)), P0AE70. activation, % at 20 µM. FAM/BHQ RNA-DNA oligo cleavage fluorescence, 5 h. hit rate 0.32% among 350,000; in the data active = activation above about 50%
# Target sequence (P0AE70 whole entry, looked up): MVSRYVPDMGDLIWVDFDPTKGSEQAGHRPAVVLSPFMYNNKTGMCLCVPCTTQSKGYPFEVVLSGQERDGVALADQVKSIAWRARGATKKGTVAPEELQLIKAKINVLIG
# BoNT F protease – BoNT/F light chain protease inhibitors, primary screen, biochemical, flow cytometry, MLPCN library | Multiplex microsphere protease cleavage assay | hit rate 0.22% among 360,000 | AID 588497, 2011 | inhibition, % at 10 µM; in the data active = inhibition above about 35%, passing the limit was not always enough; inconclusive = no clear call, values can overlap the other calls; also: plate controls were buffer without enzyme for full effect and enzyme alone for no effect
# GDH-TPI inh – GDH-TPI coupling enzyme inhibitors, primary screen, artefact control for M. tuberculosis FBA inhibitor project, biochemical, absorbance, full deck | inhibition, % at 4.8 µM | hit rate 1.2% among 360,000 | GDH-TPI coupled enzyme counterscreen, NADH absorbance;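 also: 0% = DMSO wells and 100% = wells lacking the enzyme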
# Rv3671c inh – Rv3671c serine protease inhibitors, primary screen, biochemical, fluorescence polarization, M. tuberculosis H37Rv | P9WHR9 | inhibition, % at 5.96 µM | hit rate 0.048% among 320,000; in the data active = inhibition above about 38%;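 also: extracellular domain of Rv3671c used as enzyme; 0% = enzyme with DMSO and 100% = no enzyme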
# CCHF vOTU inh – CCHFV vOTU protease inhibitors, primary screen, biochemical, Pep-AMC substrate, fluorescence; inhibition, % at 11.5 µM; Crimean-Congo hemorrhagic fever virus L polyprotein viral ovarian tumor (vOTU) protease …; hit rate 0.55% among 370,000; also: 0% = vehicle wells with enzyme and 100% = no enzyme wells
# Mtb UGM inh – M. tuberculosis UGM enzyme inhibitors, primary screen, biochemical, fluorescence polarization, single point; UDP-galactopyranose mutase (Mycobacterium tuberculosis (strain ATCC 25618 / H37Rv)), …; purified UGM, fluorescence polarization probe displacement; inhibition, % at 10 µM; hit rate 0.06% among 320,000; AID 504406, 2011; in the data active = inhibition above about 10%, passing the limit was not always enough; inconclusive = no clear call, values can overlap the other calls
# Target sequence (P9WIQ1 whole entry, looked up): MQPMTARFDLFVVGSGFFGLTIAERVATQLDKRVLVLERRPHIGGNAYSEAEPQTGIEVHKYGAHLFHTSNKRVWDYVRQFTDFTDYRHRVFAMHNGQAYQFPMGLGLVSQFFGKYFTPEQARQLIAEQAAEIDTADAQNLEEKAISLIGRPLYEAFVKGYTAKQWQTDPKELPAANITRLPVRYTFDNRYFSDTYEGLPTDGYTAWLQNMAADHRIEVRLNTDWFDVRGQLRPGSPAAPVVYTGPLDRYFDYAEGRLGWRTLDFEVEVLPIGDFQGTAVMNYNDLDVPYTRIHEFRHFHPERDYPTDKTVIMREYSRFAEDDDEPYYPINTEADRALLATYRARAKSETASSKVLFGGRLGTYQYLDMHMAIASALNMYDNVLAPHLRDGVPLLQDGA
# VHR inh abs – VHR1 phosphatase inhibitors, primary screen, biochemical, absorbance, uHTS; inhibition, % at 13.3 µM; hit rate 0.52% among 290,000; Dual specificity protein phosphatase 3 (Homo sapiens), P51452; recombinant VHR phosphatase, pNPP absorbance; AID 1654, 2009; in the data active = inhibition above about 50%; also: some compounds called inactive have numbers as strong as hits
# Target sequence (P51452 whole entry, looked up): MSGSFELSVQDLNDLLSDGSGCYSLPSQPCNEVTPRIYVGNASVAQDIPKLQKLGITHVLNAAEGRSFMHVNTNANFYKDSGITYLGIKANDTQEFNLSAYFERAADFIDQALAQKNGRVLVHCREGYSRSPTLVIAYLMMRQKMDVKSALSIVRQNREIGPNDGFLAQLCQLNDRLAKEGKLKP
# Mtb FBA inh – Mtb FBA enzyme inhibitors, primary screen, biochemical, fluorescence, strain H37Rv | Fructose-bisphosphate aldolase (Mycobacterium tuberculosis (strain ATCC 25618 / H37Rv)), … | purified M. tuberculosis FBA, fluorescence read-out | inhibition, % at 1 µM | hit rate 2.3% among 360,000 | AID 588726, 2011; in the data active = inhibition above about 27%;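 also: 0% = vehicle and 100% = reference inhibitor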
# Target sequence (P9WQA3 whole entry, looked up): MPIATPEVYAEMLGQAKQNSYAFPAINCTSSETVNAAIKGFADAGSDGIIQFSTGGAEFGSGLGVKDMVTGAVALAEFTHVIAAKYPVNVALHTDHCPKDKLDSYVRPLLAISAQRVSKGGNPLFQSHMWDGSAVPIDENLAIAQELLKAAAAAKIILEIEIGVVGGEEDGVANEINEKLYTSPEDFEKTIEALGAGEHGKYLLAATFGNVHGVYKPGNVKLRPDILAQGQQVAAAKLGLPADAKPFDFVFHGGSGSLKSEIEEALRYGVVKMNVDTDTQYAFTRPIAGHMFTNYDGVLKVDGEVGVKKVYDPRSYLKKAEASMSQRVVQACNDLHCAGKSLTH
# * marks the source's active call; other numbers are inactive results; ? = inconclusive; nt = no result given; & = joins results of further samples. Rule as the data show it, unless noted: active = inhibition above about 30%; inactive = the rest.
SMILES,Mtb BioA inh,FadD28 binding,MazEF act,BoNT F protease,GDH-TPI inh,Rv3671c inh,CCHF vOTU inh,Mtb UGM inh,VHR inh abs,Mtb FBA inh
COc1ccc(NC(=O)C(CC(=O)O)Cc2ccc(Br)cc2)cc1 (centres undefined),8.5,-1.6,6,?,-6,nt,0,2.1,-4,0
COc1ccc(NC(=O)NNC(=O)c2ccc3ccccc3c2)cc1OC,-1.2,-1.6,11,nt,6,-5,-1,-1.9,10,2
CCCCCOC(=O)C1=C(C)Nc2nnnn2C1c1ccccc1Cl (centres undefined),nt,-14,1,5,-7,3,4,-1.0,-13,0
Cc1ccc(NC(=O)CSC2=C(C#N)C(c3ccco3)C3=C(CCCC3=O)N2)cc1 (centres undefined),5.5,-1.9,6,-2,8,1,14,1.3,-22,5
Cc1cn([C@H]2C[C@H](O)[C@@H](CNCc3ccc(CN(C)S(C)(=O)=O)o3)O2)c(=O)[nH]c1=O,0.7,-0.5,9,0,-15,nt,3,nt,nt,2
COC(=O)[C@]1(C)N[C@H](c2ccc(-c3ccc(Cl)c(Cl)c3)c(OC)c2)[C@@H]2C(=O)N(C)C(=O)[C@@H]21,-2.2,-7.8,0,-4,-2,-5,-8,0.2,nt,7
O=S(=O)(Nc1cccc(F)c1)c1cccc2nsnc12,-0.5,nt,3,-10,9,7,-12,2.7,-10,-1
CCOc1ccccc1CNC(=O)CCc1cn(CC)c2ccccc12,-1.8,nt,-2,5,0,-2,-2,-1.3,1,4
CN1CCC(O)(c2ccccc2)C(C(=O)c2ccccc2)C1 (centres undefined),1.5,-0.9,1,3,-2,-1,16,0.0,12,-5
O=C(CCNc1cccc(Cl)c1)c1cccs1,nt,-0.5,-7,1,7,0,17,0.1,11,0
O=C(Nc1cccc(F)c1)c1cc(-c2ccco2)nc2ccccc12,nt,-2.7,-4,-19,15,-20,-2,1.8,nt,12
CN(Cc1nc(-c2ccncc2)no1)S(=O)(=O)c1ccc(Cl)cc1,-0.3,-2.9,3,3,2,2,-1,1.2,51*,2
COc1cccc(CNC(=O)CCS(=O)(=O)c2ccccc2Cl)c1,-0.9,-3.5,3,6,-2,0,0,-0.5,nt,-1
Nc1c(-c2ccc(Cl)cc2)cnn1-c1cccc(C(F)(F)F)c1,-0.3,-4.6,9,-2,-17,-1,11,4.0,13,0
CCC(=O)N1CC(=O)Nc2ccc(Cl)cc2C1c1ccc(F)cc1 (centres undefined),5.7,-1.9,13,6,-10,1,-1,0.1,-20,-3
O=C(O)c1ccc(CNc2ccccc2C(=O)O)cc1,-2.7,0.2,8,10,11,0,-11,0.7,-22,16
CCN(CC(=O)Nc1ccc(NC(C)=O)cc1)C(=O)C1CC(=O)N(c2ccc3c(c2)OCCO3)C1 (centres undefined),0.2,-0.9,1,-11,4,nt,-3,nt,nt,0
CC(C)CN1C(=O)C(=O)N(CC(=O)c2ccc3c(c2)OCO3)C1=O,0.0,0.3,-5,4,-11,4,4,nt,nt,-1
COCCNc1ncnc2c1nc1n2CCCC1,0.1,-0.6,0,-5,5,nt,-10,0.1,-15,5
CC12CCC(=O)N1C(C(=O)N1CCN(S(=O)(=O)c3ccc(Br)cc3Cl)CC1)CS2 (centres undefined),-0.2,0.0,1,4,1,-3,-3,0.5,nt,6

# Limited to FadD28 binding, for three of the compounds above:
compound	FadD28 binding
CCC(=O)N1CC(=O)Nc2ccc(Cl)cc2C1c1ccc(F)cc1 (centres undefined)	-1.9
O=C(O)c1ccc(CNc2ccccc2C(=O)O)cc1	0.2
CCN(CC(=O)Nc1ccc(NC(C)=O)cc1)C(=O)C1CC(=O)N(c2ccc3c(c2)OCCO3)C1 (centres undefined)	-0.9

# New compounds follow:
SMILES,Mtb BioA inh,FadD28 binding,MazEF act,BoNT F protease,GDH-TPI inh,Rv3671c inh,CCHF vOTU inh,Mtb UGM inh,VHR inh abs,Mtb FBA inh
N#Cc1cccc(NC(=O)CCc2ccc(S(=O)(=O)N3CCOCC3)cc2)c1,-1.2,-4.4,10,2,7,4,11,0.9,nt,-5
CCCN(CC(=O)Nc1ccccc1C)CC(=O)Nc1ccc(Br)cc1F,0.9,-4.4,-4,5,-6,-9,12,3.0,-24,0
CC(C)c1nnc(SCC(=O)N2CCN(C(=O)c3ccco3)CC2)n1N,nt,0.2,3,7,3,9,-11,1.7,-13,-1
Cc1ccc2cc(C#N)c(NCCNC(=S)NCCCN3CCOCC3)nc2c1,nt,-6.4,5,4,-9,6,-17,-1.6,26,11
O=C(OCC(=O)N1CCN(C(=O)c2ccco2)CC1)c1ccccc1,nt,-2.4,3,1,-5,-2,2,nt,37,-3
CC(C)Cc1nnc(NC(=O)CCC(=O)NC2CCCC2)s1,-0.6,-4.0,2,2,-9,-11,-11,1.2,-9,-1
C[C@H](CO)N1C[C@H](C)[C@@H](CN(C)S(=O)(=O)c2ccc3c(c2)OCCCO3)OCc2cn(nn2)CCCC1=O,0.4&-2.4,-1.7,-7,-3,-3,nt,10,nt,nt,0
O=C(CNC(=O)c1ccccc1Br)N/N=C/c1ccc(O)cc1,nt,-3.0,5,-9,3,-1,10,-0.7,13,3
C=CCn1c(COc2cccc(C)c2)nnc1SCn1nnc2ccccc2c1=O,33,0.4,-1,5,2,3,-8,0.3,2,5
CC(O)CNCCCOc1cccc(Oc2ccccc2)c1 (centres undefined),-1.1,-2.5,21,-4,1,-6,15,2.9,6,0
CCOC(=O)C1CCN(C(=O)C(CCSC)NC(=O)COc2ccccc2)CC1 (centres undefined),0.0,-2.4,6,-2,-5,3,0,-0.9,nt,-2
CCN(CC)CCN(C(=O)C1CCCCC1)c1nc2cc3c(cc2s1)OCO3,1.5,-1.8,2,-10,2,3,11,-1.5,24,3
CCOc1ccc(NC(=O)CN2C(=O)CCSc3ccc(S(=O)(=O)N4CCCC4)cc32)cc1,-0.4,-4.5,27,6,-6,0,2,-0.5,22,-5
COc1ccc(NC(=O)CSc2nc3ccccc3c(=O)n2CCCC(=O)NCC2CCCO2)c(OC)c1 (centres undefined),-1.4,0.3,7,1,5,1,4,0.0,-31,1
O=C(NCc1nc2ccccc2[nH]1)c1ccc(S(=O)(=O)N2CCOCC2)cc1,0.3,-2.3,2,-24,9,10,-9,-2.7,17,2
CCC(=O)c1ccc(OCC(=O)OCC(=O)c2cc(C)n(C)c2C)cc1,0.2,0.1,7,-2,2,1,-4,1.6,1,0
CC1(C)C[C@H]2C=C(C=O)[C@]3(C=O)C[C@]3(C)[C@H]2C1,-0.6,-0.5,-4,10,1,-4,-2,0.6,27,3
Cc1cc(C)n(C(=O)COc2c(C)cccc2C)n1,-0.2,0.9,4,47*,3,10,1,1.7,17,2
Cc1onc(-c2c(F)cccc2Cl)c1C(=O)Nc1cc2cc([N+](=O)[O-])ccc2oc1=O,nt,-0.8,nt,-4,nt,nt,7,nt,nt,-2
Cc1ccccc1Cn1cc(NC(=O)CSc2nc3c(c(C(F)(F)F)n2)CCc2ccccc2-3)cn1,nt,-1.3,-2,-6,4,-7,1,-3.3,19,-2
O=c1[nH]c(=S)n(-c2ccccc2)c(O)c1/C=N/N1CCCCC1c1cccnc1 (centres undefined),-0.5,-1.2,-87,-3,52*,-84,14,-1.3,19,4
O=C(Nc1ccccc1Cl)c1sccc1-c1ccccc1,2.7,-3.3,7,2,-6,-6,9,-1.2,-8,-5
Cc1nn(C2CCS(=O)(=O)C2)c(C)c1CN(C)C(=O)c1ccc(Cl)cc1 (centres undefined),4.4,-1.8,-7,?,2,-7,-9,-3.2,nt,3
Cc1ccc(OCC(=O)N(Cc2cccc(F)c2)C2CCS(=O)(=O)C2)cc1 (centres undefined),0.0,-2.4,-8,-3,4,0,15,-0.9,-20,-3
Cc1cc(C)cc(Nc2ccc3nonc3c2[N+](=O)[O-])c1,nt,0.0,6,-5,1,1,-8,2.4,nt,-4
CC1CCCCN1C(=O)CN1C(=O)CSc2ccc(S(=O)(=O)N3CCOCC3)cc21 (centres undefined),-2.1,-0.6,8,0,6,-6,7,1.2,40,0
CCOc1cc(S(=O)(=O)NCc2ccc3c(c2)OCO3)c(C)cc1C,0.8,-2.0,-1,0,11,4,15,2.2,-8,0
CC(=O)c1cccc(NC(=O)C(C)OC(=O)c2ccc(Br)o2)c1 (centres undefined),5.3,-1.8,-2,1,3,-4,-3,0.9,nt,0
Cc1cc(-c2nnc3n2N=C(c2ccc(F)cc2)CS3)n[nH]1,nt,-1.9,0,?,-3,1,-4,-0.1,22,-2
Cc1ccc2cc(CCNC(=O)c3ccc(S(=O)(=O)N4CCOCC4)cc3)c(=O)[nH]c2c1,0.0,-2.3,5,-11,5,-9,-4,-1.0,-35,1
O=C(OCC(=O)N1CCCC1)c1cnc(Cl)c(Cl)c1,1.6,-1.3,3,-3,7,4,8,1.2,nt,-3
COP(=O)(OC)C(NC(C)=O)C(Cl)(Cl)Cl (centres undefined),nt,-2.2,-10,2,0,6,-1,0.8,33,6
CCOC(=O)C1CCN(C(=O)c2cccc(S(=O)(=O)N3c4ccccc4CC3C)c2)CC1 (centres undefined),1.9,-0.8,4,-1,12,5,0,-1.8,nt,2
COc1ccc(NC(=O)CCC(=O)Nc2nnc(CC(C)C)s2)cc1Cl,-1.0,-1.9,8,-5,-15,7,7,-0.3,14,-3
Fc1ccc(Nc2nc(-c3ccncc3)nc3ccccc23)cc1,nt,-1.6,-24,-2,9,-6,12,0.2,-8,-2
Cc1ccc(NC(=S)NCCc2cnc[nH]2)cc1C,nt,-0.1,-3,-1,-6,2,2,0.6,1,1
Cc1ccc2ccccc2c1NC(=O)CNC1CCCCC1,-1.2,0.3,-2,-6,6,10,-10,-1.9,27,2
Cc1cccc([C@@H](NC(=O)OC(C)(C)C)C(=O)OC(C)(C)C)c1,0.1,-3.5,3,0,-6,0,8,1.0,nt,-2
CCOC(=O)N1CCN(C(=O)CSc2nc(=O)n3cc(C)ccc3n2)CC1,7.1,-1.9,1,-1,16,11,-3,-1.0,nt,4
COc1ccc(CCNC(=O)c2cccc(C(=O)NCCc3ccc(OC)cc3)n2)cc1,1.0,-3.5,-4,?,-2,-7,5,0.3,nt,0

# 2 records picked at random from those above, as already listed:
SMILES,Mtb BioA inh,FadD28 binding,MazEF act,BoNT F protease,GDH-TPI inh,Rv3671c inh,CCHF vOTU inh,Mtb UGM inh,VHR inh abs,Mtb FBA inh
O=C(CCNc1cccc(Cl)c1)c1cccs1,nt,-0.5,-7,1,7,0,17,0.1,11,0
CC1(C)C[C@H]2C=C(C=O)[C@]3(C=O)C[C@]3(C)[C@H]2C1,-0.6,-0.5,-4,10,1,-4,-2,0.6,27,3

# Further records:
SMILES,Mtb BioA inh,FadD28 binding,MazEF act,BoNT F protease,GDH-TPI inh,Rv3671c inh,CCHF vOTU inh,Mtb UGM inh,VHR inh abs,Mtb FBA inh
Cn1c(CCNC(=O)c2ccc(F)cc2)nc2ccccc21,-1.1,-1.2,-2,2,-2,4,2,-2.6,5,-1
CCN(CC(=O)NCc1cccs1)C(=O)c1ccc(S(=O)(=O)N(CC)c2ccccc2)cc1,1.0,-3.0,3,1,-7,1,13,0.0,nt,0
CSC[C@@H]1NC(=S)N(c2ccc(C)cc2)C1=O,nt,-0.3,-3,2,8,91*,10,1.0,42,1
COC(=O)c1ccc(CSc2nnnn2C)o1,-0.4,-4.0,2,4,-13,-17,6,6.7,21,-15
CCOC(=O)C1=CN(Cc2cccc(-c3ccc4c(c3)OCO4)c2)S(=O)(=O)N(C)C1C (centres undefined),0.3,-1.5,-3,-2,7,nt,-1,nt,nt,-1
